# Bioassay records deposited in PubChem by National Center for Advancing Translational Sciences (NCATS).
# HttQ103 aggreg – mutant huntingtin aggregation inhibition; PC12 HttQ103-GFP aggregates, Acumen cytometry, 40 h; Potency, µM (series often up to 46.1 µM), inactives show top-dose activity change, negative = inhibition, usual class: inhibitors; hit rate 1.1% among 220,000; AID 1688; note: % is set by controls: 0 for no effect and ±100 for the full control effect; nearly all actives have a fitted effect of over 60% in size
#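 PC12 cells stably carrying ecdysone-inducible HTT exon 1 Q103–GFP were induced with tebufenozide (100 nM final) and treated with library compounds in titration. GFP aggregates in lysates were counted by laser scanning cytometry.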
# HTT cytoprotect – cytoprotection in Huntington HTT-Q103 PC12 cell model; PC12 HTT-Q103 induced, cytoprotection, ATP luminescence, 40 h; Potency, µM (series often up to 56.4 µM), without a hit: cytoprotection (ATP increase), actives largely listed as activators; hit rate 0.14% among 230,000; AID 1471;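 note: % of control where 0% means no effect; nearly all actives have a fitted effect of over 45% in size; toxic huntingtin expression switched on by the ecdysone agonist tebufenozide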
#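 Huntington model: PC12 line, ecdysone-inducible HTTQ103 exon1–GFP, tebufenozide 100 nM. Test articles in a dose series. Endpoint luminescence from cellular ATP.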
# Tau fibril FP – tau fibrillization inhibition (FP). P10636. K18 P301L tau heparin fibrillization, Alexa594 FP, 6 h. Potency, µM (top dose mostly 57.7 µM), for inactives: top-dose activity, negative = inhibition, most hits filed as inhibitors. hit rate 0.39% among 280,000. AID 1468; note: % is set by controls: 0 for no effect and ±100 for the full control effect; nearly all actives have a fitted effect of over 55% in size
# Target sequence (P10636 561-689 P618L limits assumed): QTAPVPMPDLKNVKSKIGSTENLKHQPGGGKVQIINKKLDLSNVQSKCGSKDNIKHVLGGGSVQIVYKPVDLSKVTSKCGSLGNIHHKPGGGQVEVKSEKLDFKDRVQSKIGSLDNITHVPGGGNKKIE
#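 Recombinant K18 P301L […], labeled with Alexa 594 at 0.24 uM over 15 uM unlabeled; heparin inducer 20 uM final; 37 C, 6 hr; FP endpoint.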
# Tau fluor counter – counter-screen for tau fibril formation inhibitors. tau K18 P301L Alexa594 fluorescence, heparin fibrillization. Potency, µM (highest dose often 57.7 µM), for the others: top-dose activity change, negative = decrease. hit rate 0.93% among 280,000; note: % is set by controls: 0 for no effect and ±100 for the full control effect; nearly all actives have a fitted effect of over 55% in size
#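 Human tau K18 P301L (15 uM unlabeled, 0.24 uM Alexa 594-labeled) in 100 mM sodium acetate pH 7 with 20 uM heparin, 6 hr at 37 C. ThT 30 uM added, 1 hr ambient; Alexa 594 FP and total fluorescence read at 555/632 nm.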
# SMN2 splice enh – increases expression of the SMN2 splice variant; HEK293 SMN2-luciferase splicing reporter, luminescence, 30-36 h; Potency, µM (top dose mostly 46.1 µM), for the others: at the top dose activity change, positive = activation, actives largely listed as activators; hit rate 2.8% among 210,000; note: % of control where 0% means no effect; nearly all actives have a fitted effect of over 55% in size
#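 HEK293 cells carry an SMN2 minigene-luciferase reporter in which exon 7 inclusion puts luciferase in frame. Cells were seeded at 2000 cells/well, attached for 10-12 hours, then exposed to compounds for 30-36 hours at 37C before ONE-Glo luminescence.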
# ALDH1A1 block – inhibitors of human aldehyde dehydrogenase 1A1; Purified ALDH1A1, NADH fluorescence, propionaldehyde substrate; Potency, µM (series often up to 75.3 µM), for inactives: top-dose activity, negative = inhibition, usual class: inhibitors; hit rate 7.3% among 220,000; active = well fitted inhibition curve with a large enough effect, not every such curve was filed as active; inconclusive = small, poorly fitted or top-dose-only effect, or another doubt; inactive = no such curve, though single readings can be large or run the other way;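 note: plate controls were no enzyme wells and a reference inhibitor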
# Target sequence (P00352 whole entry, looked up): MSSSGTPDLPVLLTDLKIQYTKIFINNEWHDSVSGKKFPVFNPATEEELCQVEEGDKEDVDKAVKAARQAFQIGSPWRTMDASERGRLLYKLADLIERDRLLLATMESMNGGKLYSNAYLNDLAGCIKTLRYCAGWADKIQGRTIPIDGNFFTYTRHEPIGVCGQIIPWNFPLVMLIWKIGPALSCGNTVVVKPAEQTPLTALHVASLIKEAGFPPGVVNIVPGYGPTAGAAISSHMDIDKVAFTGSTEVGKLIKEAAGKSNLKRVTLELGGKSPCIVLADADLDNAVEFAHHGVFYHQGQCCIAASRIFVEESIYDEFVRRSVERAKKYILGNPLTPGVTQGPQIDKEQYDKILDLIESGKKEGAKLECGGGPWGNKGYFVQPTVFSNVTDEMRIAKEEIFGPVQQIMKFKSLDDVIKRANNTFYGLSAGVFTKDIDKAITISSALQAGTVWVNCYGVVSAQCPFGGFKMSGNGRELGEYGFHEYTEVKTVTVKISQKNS
# KDM4E inh – blocks human JMJD2E demethylase activity; Potency, µM (doses to about 57.1 µM), without a hit: at the highest dose activity change, negative = inhibition, most hits filed as inhibitors; B2RXH2; AID 2147; JMJD2E catalytic domain, FDH-coupled NADH fluorescence (FDH is formaldehyde dehydrogenase); hit rate 1.6% among 230,000; active = well fitted inhibition curve with a large enough effect, not every such curve was filed as active; inconclusive = small, poorly fitted or top-dose-only effect, or another doubt; inactive = no such curve, though single readings can be large or run the other way;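 note: 0% = wells with enzyme and -100% = buffer wells without enzyme; nearly all actives have a fitted effect of over 50% in size; many of its hits are not listed in these tables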
# Target sequence (B2RXH2 1-337 limits assumed): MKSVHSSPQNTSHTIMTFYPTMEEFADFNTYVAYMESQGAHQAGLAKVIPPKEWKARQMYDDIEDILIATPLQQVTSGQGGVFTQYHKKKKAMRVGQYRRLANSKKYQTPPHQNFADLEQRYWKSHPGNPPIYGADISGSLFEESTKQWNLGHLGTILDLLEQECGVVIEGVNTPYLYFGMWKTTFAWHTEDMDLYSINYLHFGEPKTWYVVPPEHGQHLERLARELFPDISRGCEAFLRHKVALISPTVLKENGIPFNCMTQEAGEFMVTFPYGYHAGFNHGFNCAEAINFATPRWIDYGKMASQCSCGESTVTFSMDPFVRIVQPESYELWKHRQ
# Tau fibril ThT – inhibitors of human tau fibril formation, thioflavin T binding; Potency, µM (top dose mostly 57.4 µM), for inactives: at the highest dose activity, negative = inhibition, usual class: inhibitors; recombinant tau K18 P301L, heparin-induced fibrillization, ThT fluorescence; hit rate 2.1% among 270,000; P10636; note: % is set by controls: 0 for no effect and ±100 for the full control effect; nearly all actives have a fitted effect of over 55% in size
#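 ThT emission at 510 nm, taken 1 hr after adding 30 uM dye, quantifies aggregates formed when 20 uM heparin acts on human tau K18 P301L for 6 hr at 37 C.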
# Numbers without * were called inactive; ? = inconclusive; / = not tested or not shown; [ ] = another dose, or the depositor's remark. Unless noted, calls come from the whole dose curve; as a rule, active = well fitted curve in the direction sought with a large enough effect; inconclusive = small, poorly fitted or top-dose-only effect, or another doubt; inactive = no such curve, though single readings can be large; an effect the other way counts as inactive or inconclusive. Potency is the fitted concentration of half-maximal effect. Only part of the results is shown; rates above refer to the full screens.
SMILES,HttQ103 aggreg,HTT cytoprotect,Tau fibril FP,Tau fluor counter,SMN2 splice enh,ALDH1A1 block,KDM4E inh,Tau fibril ThT
Cc1ccc(CS(=O)(=O)Cc2ccc(C(=O)NCc3cccs3)o2)cc1,23%,-15%,8%,-4%,-57%[inhibitor],0%,1%,-3%
O=c1ccc2ccc(Oc3ccc([N+](=O)[O-])cc3[N+](=O)[O-])cc2o1,?,22%[10 µM],-6%,?,/,?,?,?
Cc1noc(C)c1C(=O)OCC(=O)Nc1ccccc1Oc1ccccc1,-4%,-11%,6%,-12%,-1%,4%,-6%,-8%
O=S(=O)(Nc1ccc(N2CCOCC2)cc1)c1ccc(F)cc1,10%[9.22 µM],28%[10 µM],-2%,-17%,/,?,-6%,-13%
CC1=C(c2ccc(C)c(C)c2)S(=O)(=O)N=C1N1CCC(C(=O)NCc2ccc(Cl)cc2)CC1,/,/,-13%,-4%,-23%,/,/,?
Cc1cc(OC(C)C(=O)Nc2sc3c(c2C(N)=O)CCCC3)ccc1Cl (stereo unspecified),/,/,-10%,-11%,?,/,/,-11%
CCOc1ccc(/C=c2\sc3nc(-c4ccco4)nn3c2=O)cc1OCC,-1%,-1%[10 µM],-9%,-11%,10%,-4%,-2%,?
CCN(CC)S(=O)(=O)c1cc(NS(=O)(=O)c2c(Cl)cccc2Cl)ccc1C,21%,10%[10 µM],-1%,-16%,-8%,?,1%,-7%
CCOC(=O)CNC(=S)N(Cc1ccc(C)cc1)Cc1ccc(C)o1,8%,20%[10 µM],7%,-2%,4%,-10%,5%,-5%
COc1ccc(-n2nc(C(=O)N3CCN(c4cccc(C)c4C)CC3)c3c4ccccc4n(C)c3c2=O)cc1,/,/,-10%,-10%,-6%,/,/,-1%
Cc1cccc(NC(=O)c2cc(NC(=O)C3CCCCC3C(=O)O)ccc2N2CCCCC2)c1 (stereo unspecified),5%,-1%[0.074 µM],-4%,-15%,-9%,18µM*,-6%,-24%
Cc1cc2c3ccccc3ncn2n1,-30%[9.22 µM],-2%[10 µM],-2%,-8%,/,/,?,-7%
COc1cccc(-c2nnc(SCC(=O)Nc3ccc4c(c3)OCCO4)n2Cc2ccco2)c1,-4%,1%[10 µM],-2%,-27%,-15%,?,0%,-18%
CNc1nc(-c2ccc3c(c2)CCN3C(=O)CC(C)(C)C)c(C)s1,-8%[9.22 µM],-54%[inhibitor][10 µM],3%,-6%[2.34 µM],/,-13%,11%,4%
CC1(C)OC(=O)N(CCC(=O)Nc2cccc(F)c2)C1(C)O (stereo unspecified),-13%,-21%,11%,-2%,1%,5%,-8%,-2%
N=C1C(c2ccccc2)=C(O)CN1NC(=O)c1ccccc1,-6%,-19%,-3%,-11%,1%,4%,2%,-12%
Cn1nnnc1SCc1ccc(C(=O)Nc2ccc(Br)cc2)cc1,1%,-12%,-13%,-10%,-2%,-3%,0%,-6%
Cn1c(=O)[nH]c(=O)c2c1nc(Br)n2CC(O)c1ccccc1 (stereo unspecified),-6%,-26%,-5%,-3%,-20%,?,11%,8%
CCOc1ccc(-n2c(Cc3cc(=O)[nH]c(=O)[nH]3)nnc2SC(C)C)cc1,?,-27%,-3%,-14%,13%,13%,-1%,-23%
CC(C)CC1C(C#N)=C(N)Oc2n[nH]c(-c3cccs3)c21 (stereo unspecified),23%[9.22 µM],37%,-2%,?,-20%,?,?,?
O=C(O)CCCCCCCCCC[n+]1ccccc1,2%[9.22 µM],0%[10 µM],8%,-5%,/,/,-4%,-8%
CC1(C(=O)O)COC(c2ccc(Cl)cc2)OC1 (stereo unspecified),18%[9.22 µM],-13%[10 µM],-3%,-6%,/,/,-2%,/
CN(C)CCC1c2ccc(Cl)cc2CCc2cccnc21 (stereo unspecified) (tested in a mixture with another compound),-4%[9.22 µM],-2%[10 µM],-5%,-14%,/,-9%,-5%,-18%
CSCCC(NC(=O)c1ccccc1C)C(=O)O (stereo unspecified),-12%,-35%[inhibitor],0%,-10%,-4%,9%,4%,-6%
c1ccc(Nc2nc(N3CCCCC3)nc(N3CCCCC3)n2)cc1,4%[9.22 µM],-22%,-11%,-20%,-19%,-3%,0%,-12%
O=C(COC(=O)/C=C/c1cccs1)Nc1cccc(S(=O)(=O)N2CCOCC2)c1,0%,-30%,-10%,-21%,13%,-11%,-12%,0%
Cc1ccc(N=C2NC(=O)/C(=C/c3cccnc3)S2)c(C)c1,1%[9.22 µM],-8%[10 µM],-2%,-10%,/,/,-10%,?
CCC[C@@H]1C[C@@H](C(=O)N[C@@H](C2O[C@H](SC)[C@H](O)[C@@H](O)[C@H]2O)[C@H](C)Cl)N(C)C1 (stereo partly specified),-3%,-35%[inhibitor],-2%,-2%,-19%,?,-4%,0%
COc1ccc(/C(O)=C2/C(=O)C(=O)N(CCN(C)C)C2c2ccc(OC)c(OC)c2)c(C)c1 (stereo unspecified),-8%,12%,-4%,3%,-8%,1%,1%,-5%
Oc1ccccc1N1CCN(C(=S)Nc2ccc(SC(F)F)cc2)CC1,-2%,42%[10 µM],8%,-22%,-16%,0%,-19%,-15%
Cc1cc(C)cc(NC(=O)Nc2cc(S(=O)(=O)N(C)C)ccc2C)c1,-10%[9.22 µM],2%[10 µM],?,16µM*[quencher],/,-1%,-7%,-13%
CCc1cc2c(cc3c(=O)n(CC(=O)N4CCCCC4)nc(CC)n32)s1,/,/,-10%,-8%,3%,/,/,-10%
Brc1ccc(-n2cc(-c3ccccc3)c3c(NN4CCOCC4)ncnc32)cc1,-14%,-3%[10 µM],4%,-9%,/,2%,-12%,?
CCOc1ccc(CCNC(=O)Cn2cccc2C(=O)c2ccccc2)cc1OCC,-21%,42%[10 µM],4%,7%,-21%,0%,0%,9%
COc1ccc2oc(C(=O)NCCC(C)C)c(C)c2c1,0%,?,-5%,-4%,11µM*,?,?,-8%
COc1ccccc1Nc1cc(C(=O)NCc2cccs2)c2ccccc2n1,/,/,6%,?,-42%[inhibitor],/,/,-13%

# Four structures already listed, sorted by count of non-hydrogen atoms, ascending.
SMILES,HttQ103 aggreg,HTT cytoprotect,Tau fibril FP,Tau fluor counter,SMN2 splice enh,ALDH1A1 block,KDM4E inh,Tau fibril ThT
Cc1ccc(N=C2NC(=O)/C(=C/c3cccnc3)S2)c(C)c1,1%[9.22 µM],-8%[10 µM],-2%,-10%,/,/,-10%,?
CCc1cc2c(cc3c(=O)n(CC(=O)N4CCCCC4)nc(CC)n32)s1,/,/,-10%,-8%,3%,/,/,-10%
COc1ccccc1Nc1cc(C(=O)NCc2cccs2)c2ccccc2n1,/,/,6%,?,-42%[inhibitor],/,/,-13%
CCOc1ccc(CCNC(=O)Cn2cccc2C(=O)c2ccccc2)cc1OCC,-21%,42%[10 µM],4%,7%,-21%,0%,0%,9%

# Following part
SMILES,HttQ103 aggreg,HTT cytoprotect,Tau fibril FP,Tau fluor counter,SMN2 splice enh,ALDH1A1 block,KDM4E inh,Tau fibril ThT
Cc1cc(C)c2c(c1)-c1c(ssc1=S)C(C)(C)N2C(=O)CN1C(=O)c2ccccc2C1=O,9%,7%[0.074 µM],-5%,0%,-6%,1%,6%,7%
Cc1ccc(-c2nnn(CC(=O)N(c3ccccc3)C(C(=O)NC3CCCC3)c3ccco3)n2)o1 (stereo unspecified),-8%,-26%[10 µM],-12%,-1%,/,2%,1%,-8%
Cc1ccccc1NC(=S)N(C)C1(c2ccccc2Cl)CCCCC1=O (stereo unspecified),0%,-19%,-3%,-4%,-7%,8%,6%,1%
Cc1n[nH]c(=O)nc1N1CCN(c2ccccc2)CC1,4%,7%,-7%,5%,4%,2%,8%,-2%
CCOC(=O)c1ccc(NC(=O)c2ccc(CN3CCOCC3)cc2)cc1,-24%,9%[10 µM],-10%,-16%,-63%[inhibitor],-26%,-7%,?
O=C(CSc1cccc[n+]1[O-])NC(=O)c1ccc(OC(F)F)cc1,30%,-28%,7%,8%,1%,12%,1%,4%
CC(C)Nc1nc2c(c(=O)n(C)c(=O)n2C)n1C,-3%[9.22 µM],11%[10 µM],-5%,-9%,/,/,1%,-7%
C=CCNCCOCCSc1ccc(Cl)cc1,-12%,-18%[0.074 µM],-11%,2%,7%,-6%,?,2%
CCN(CC)C(=O)Cc1cc(C(=O)O)c2ccccc2n1,13%,8%,7%,9%,/,-5%,-1%,-8%
O=C(NO)c1ccc(OC(F)F)cc1,-4%,-5%,12%,6%,-27%,-2%,-9%,5%
COc1ccc(C(=O)CSc2nnc3n2CCCN3C(=O)Nc2ccccc2)cc1,1%[9.22 µM],6%[10 µM],-4%,-18%,/,/,6%,-17%
COC(=O)c1cc2c(ccn2-c2ccc(F)cc2)n1Cc1ccc(OC)cc1,6%,13%[10 µM],-12%,-26%,?,?,3%,-12%
Cc1ccsc1C1C(C#N)=C(N)OC2=C1C(=O)CC(C)(C)C2 (stereo unspecified),-4%,-6%,-9%,-9%,-1%,?,-3%,-6%
CCOc1cc(NC(=S)NCCc2ccccc2)c(OCC)cc1NC(C)=O,18%[9.22 µM],22%[10 µM],10%,-13%,-10%,-1%,-6%,-6%
c1ccc2c(N3CCNCC3)nc(-c3ccc4c(c3)OCO4)nc2c1,/,26%,10%,-23%,-6%,?,-25%,-10%
COc1ccccc1CC(=O)NNS(=O)(=O)c1ccc([N+](=O)[O-])cc1,-15%[9.22 µM],0%[10 µM],?,-8%,/,1%,10%,-13%
C=CCNCCCCOc1cccc(Br)c1,14%[9.22 µM],5%[10 µM],-2%,12%,/,?,?,11%
C/C(Cn1cnc([N+](=O)[O-])n1)=N\NC(=O)c1cccnc1,-3%,3%[10 µM],4%,3%,10%,4%,50%[activator],2%
Cc1ccc(-n2c(=O)c3cccnc3n2CC(=O)NCc2ccc(Cl)cc2)cc1,/,/,-15%,?,-8%,/,/,2%
COc1ccc(/C(O)=C2/C(=O)C(=O)N(CCCN(C)C)C2c2cccc(Cl)c2)cc1OC (stereo unspecified),-14%,6%[10 µM],-4%,-3%,16%,3%,7%,0%
